HIF activator – HIF pathway transcriptional activation. U2OS HRE-luciferase reporter, luminescence; normalized: DMSO 0%, desferrioxamine 100%. activation, % at 7.5 µM (by protocol). actives 0.32% (n = 300,000). AID 1910;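 active = mean activation of at least 10% of the iron chelator positive control signal, with at least half of replicates also reaching 10%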
TRPC4 block – TRPC4 (mouse) channel inhibition. B-score at 10 µM. HEK293 TRPC4beta/mu-opioid, DAMGO-evoked Fluo4 calcium flux; active compounds read low. AID 2247. actives 0.39% (n = 300,000). Q9QUQ5;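 active = B-score over 3 SD under the library average, no early fluorescence shift, positive overall ratio signal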
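Assay system: HEK293 cells with stable TRPC4beta plus mu-opioid receptor expression; Probe or stimulus: DAMGO in two steps, submaximal then maximal; Dosing: single-point compound dosing; Measured by: Fluo4 calcium-dye fluorescence, kinetic read; Read-out basis: B score from integrated Fluo4 fluorescence ratio.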
MrgX1 antagonist – antagonists of human MrgX1 receptor. Q96LB2. MRGX1-HEK293 calcium flux, Fluo-4, BAM8-22 antagonism; active compounds read low. B-score at 10 µM. actives 1.3% (n = 310,000). AID 588676;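 active = calcium-response B-score plate-corrected more than 3 library SD below zero, starting fluorescence within 5 deviations, no agonist response on first addition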;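 note: peak minus trough fluorescence over baseline after final BAM8-22 challenge near maximal dose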
Target sequence (Q96LB2 whole entry, looked up): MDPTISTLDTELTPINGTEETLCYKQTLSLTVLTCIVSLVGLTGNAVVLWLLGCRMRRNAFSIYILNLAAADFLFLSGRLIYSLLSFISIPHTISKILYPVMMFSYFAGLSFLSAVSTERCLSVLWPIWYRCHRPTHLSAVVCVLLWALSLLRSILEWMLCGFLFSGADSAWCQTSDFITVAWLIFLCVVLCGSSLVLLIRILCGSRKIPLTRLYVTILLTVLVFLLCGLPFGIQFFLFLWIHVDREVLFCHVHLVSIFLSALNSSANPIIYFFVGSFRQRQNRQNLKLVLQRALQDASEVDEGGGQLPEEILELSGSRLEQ
RGS4 pot – potentiators or activators of RGS4; HEK293 M3R/inducible RGS4, carbachol calcium flux Fluo4; active compounds read low; B-score at 10 µM; actives 0.92% (n = 310,000); AID 463111;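 active = B-score of the integrated calcium signal more than 4 SD below the library mean, with starting fluorescence not abnormally high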;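 note: negative B-score means reduced calcium response which marks RGS4 activation or potentiation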
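Assay system: Inducible-RGS4 HEK293 cells carrying M3 receptor | Schedule: Compound preincubation 20 min at room temperature before agonist | Signal: Kinetic calcium fluorescence imaging with Fluo4-AM dye, 2 µM | Read-out basis: B score from integrated fluorescence ratio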
Platelet DG rel – modulates dense granule release in human platelets. human platelet-rich plasma, SFLLRN dense granule ATP release, luminescence. inhibition, %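 (compounds screened at 7.5 µM in platelet-rich plasma)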. actives 0.22% (n = 300,000);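 active = mean replicate score, as percent of positive control, at or above 50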
SKKanGAS inh – inhibitors of SKKanGAS S. pyogenes growth in kanamycin (SK-promoter or general growth effect); BacTiter-Glo, 6 h; inhibition, % at 7.5 µM; actives 1.3% (n = 300,000); AID 1662;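 active = mean replicate score, as percent of positive control median, at least 50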;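 note: strain carries kanamycin resistance gene driven by streptokinase promoter and grows in 40 µg/ml kanamycin; loss of luminescence reflects streptokinase promoter inhibition or plain growth inhibition; 0% = median of DMSO wells and 100% = positive control at its reference dose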
TRPC6 activator – mouse TRPC6 channel activation; Q61143; HEK293-TRPC6 membrane potential dye fluorescence; active compounds read high; B-score at 10 µM; actives 0.13% (n = 310,000); AID 2550;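 active = B-score of the integrated fluorescence ratio above library mean plus 3 SD, and starting fluorescence ratio within library mean plus 5 SD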;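 note: higher score means more depolarization so channel activation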
MrgX1 allo act – human MrgX1 positive allosteric modulation, primary screen; actives 0.63% (n = 310,000); MrgX1-HEK293, Fluo-4 calcium flux, FDSS; active compounds read high; B-score at 10 µM; Q96LB2;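 active = plate-corrected calcium response at least 3 library SD above typical, normal starting fluorescence, not activating the receptor alone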;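 note: compound read alongside a low EC10 to EC30 dose of BAM8-22 agonist; peak minus trough fluorescence over baseline measured at the second addition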
RGS4 block – human RGS4 inhibition | P49798 | HEK293 M3R/RGS4 inducible, Fluo-4 calcium flux; active compounds read high; triggered by carbachol at its EC20 | B-score at 10 µM | actives 0.45% (n = 310,000) | AID 463165;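 active = B-score, a plate-corrected calcium signal, over three deviations above library mean, with baseline fluorescence within five deviations of library mean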;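 note: RGS4 expression induced by doxycycline in cells with stable M3 receptor; B-score is computed from the integrated fluorescence ratio over baseline after carbachol; higher B-score means a larger calcium signal and so more RGS4 inhibition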
Target sequence (P49798 whole entry, looked up): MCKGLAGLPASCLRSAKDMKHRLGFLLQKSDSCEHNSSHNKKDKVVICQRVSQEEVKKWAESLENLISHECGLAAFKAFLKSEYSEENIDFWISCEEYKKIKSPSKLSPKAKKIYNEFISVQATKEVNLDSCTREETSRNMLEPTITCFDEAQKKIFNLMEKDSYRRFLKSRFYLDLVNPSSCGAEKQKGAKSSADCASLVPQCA
TRPC6 inhibitor – mouse TRPC6 channel inhibition; actives 1.1% (n = 310,000); HEK293-TRPC6, membrane potential dye, ACh-evoked depolarization; active compounds read low; B-score at 10 µM;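 active = B-score under library mean minus 3 SD, initial fluorescence not abnormally high, positive integrated signal ratio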;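 note: B-score derived from integrated fluorescence ratio over the kinetic read; more negative B-score means stronger inhibition of depolarization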
MrgX1 ag – agonists of human MrgX1 receptor | AID 588627 | MrgX1-HEK293 cells, Fluo-4 calcium fluorescence, agonist mode; active compounds read high | B-score at 10 µM | Q96LB2 | actives 0.44% (n = 310,000);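 active = calcium response B-score plate-corrected fluorescence ratio at least 3 library SD, with starting fluorescence B-score inside 5 SD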
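System: HEK293 cells stably expressing human MrgX1 receptor; Dosing: test compound in the initial addition of three; Schedule: overnight plating, then 30 min 37 °C plus 30 min room-temperature dye loading; Detection: kinetic calcium dye fluorescence, Fluo-4 NW; Controls: per-plate positive and negative controls for Z′ factor.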
* marks the source's active call; other numbers are inactive results; i = inactive; . = not tested or not shown. Outcome played no part in choosing rows; about 6.1% have a hit in one of these screens.

SMILES	HIF activator	TRPC4 block	MrgX1 antagonist	RGS4 pot	Platelet DG rel	SKKanGAS inh	TRPC6 activator	MrgX1 allo act	RGS4 block	TRPC6 inhibitor	MrgX1 ag
Cc1ccc(CNC(=O)CCSCc2cccc(F)c2)cc1	0.3	i	i	i	10	-2	i	i	i	i	i
Cc1ccc(Cl)cc1N1CCN(S(=O)(=O)c2cn(C)cn2)CC1	-0.7	i	i	i	-6	2	i	i	i	i	i
CCOC(=O)c1oc2ccccc2c1NC(=O)c1ccc(Cl)s1	.	i	i	i	7	-4	i	i	i	i	i
COc1cc2c(cc1NC(=O)COC(=O)C1CC(=O)N(Cc3ccco3)C1)oc1ccccc12 (configuration not stated)	2.1	i	i	i	3	0	i	i	i	i	i
COc1cccc(CN2CC(C(=O)N(C)Cc3ccnc4ccccc34)CCC2=O)c1 (configuration not stated)	0.0	i	i	i	-1	-2	i	i	i	i	i
CCN1c2ccccc2-c2nc3ccccc3n2C1c1cccnc1 (configuration not stated)	0.0	i	i	i	-9	-1	i	i	i	i	i
N#Cc1c(/N=C/c2ccccc2)oc(-c2ccccc2)c1-c1ccccc1	0.4	i	i	i	-4	5	i	i	i	i	i
O=S(=O)(Nc1ccc(N2CCCCC2)cc1)c1ccc(F)cc1F	-1.1	i	i	i	-6	3	i	i	i	i	i
CCOc1ccc(-n2c(C)cc(C(=O)NS(=O)(=O)c3ccc(C)cc3)c2C)cc1	-0.6	i	i	i	-2	5	i	i	i	i	i
O=C(O)CSc1ccc(NC(=O)Nc2ccccc2F)cc1	0.3	i	i	i	28	26	i	i	i	i	i
COc1cc(NC(=O)CSc2nncn2C)c(C)cc1[N+](=O)[O-]	-0.1	i	i	i	-5	7	i	i	i	i	i
COC(=O)C1CC(c2c(OC)cc(OC)cc2OC)=NO1 (configuration not stated)	0.3	i	i	i	2	-5	i	i	i	i	i
CCOc1ccc(CCNC(=O)c2cccc(S(=O)(=O)N3CCCC3)c2)cc1OCC	0.3	i	i	i	6	-4	i	i	i	i	i
COc1cccc(COC(=O)C2CCN(S(=O)(=O)c3ccc(C)cc3)CC2)c1OC	-0.3	i	i	i	2	-7	i	i	i	i	i
CC(OC(=O)Cn1cnc2c1c(=O)n(C)c(=O)n2C)C(=O)N(C)c1ccccc1 (configuration not stated)	1.3	i	i	i	15	4	i	i	i	i	i
CCCCNc1nc(N)ncc1[N+](=O)[O-]	-0.5	i	i	i	5	1	i	i	i	i	i
CCO[C@H]1OC(C(=O)N2CCN(Cc3ccc4c(c3)OCO4)CC2)=C[C@@H](c2ccc3c(c2)OCO3)[C@@H]1CCCO	-0.8	i	i	i	20	1	i	i	i	i	i
COc1ccc(CCNS(=O)(=O)CCNC(=O)c2ccc3c(c2)OCO3)cc1	0.3	i	i	i	11	-15	i	i	i	i	i
CCCCCCCCN1C(=O)N(C)C(N(O)C(=O)NC)C1(C)C (configuration not stated)	0.0	i	i	i	-4	18	i	i	i	i	i
CCc1ccccc1NC(=O)CCCN1C(=O)C2CC=CCC2C1=O (configuration not stated)	1.4	i	i	i	-8	-3	i	i	i	i	i
O=C(COc1ccc(Cl)cc1)N(Cc1ccc(F)cc1)C1CCS(=O)(=O)C1 (configuration not stated)	.	i	i	i	0	7	i	i	i	i	i
CC(C)(C)SCCNS(=O)(=O)c1ccc(Cl)cc1	0.0	i	i	i	-4	-3	i	i	i	i	i
CC(OC(=O)Cc1coc2cc3c(cc12)CCC3)C(=O)NCc1ccc2c(c1)OCO2 (configuration not stated)	-0.1	i	i	i	-9	-11	i	i	i	i	i
O=C(N/N=C/c1ccco1)C1COc2ccccc2O1 (configuration not stated)	-2.7	i	i	i	10	0	i	i	i	i	i
O=C(c1ccncc1)c1nccn1-c1ccccn1	0.0	i	i	i	3	9	i	i	i	i	i
The listing continues.
SMILES	HIF activator	TRPC4 block	MrgX1 antagonist	RGS4 pot	Platelet DG rel	SKKanGAS inh	TRPC6 activator	MrgX1 allo act	RGS4 block	TRPC6 inhibitor	MrgX1 ag
COc1cccc(C(=O)Nc2nnc(S(=O)(=O)N(C)Cc3ccccc3)s2)c1	0.2	i	i	i	-27	45	i	i	i	i	i
CCN(CC)Cc1oc(CO)cc(=O)c1O	0.1	i	i	i	-1	4	i	i	i	i	i
Cc1ccc(OCC(=O)Oc2c(C)cccc2C)cc1C	-13	i	i	i	2	18	i	i	i	i	i
CCC1=NN(C(=O)Cc2ccc([N+](=O)[O-])cc2)C(O)(c2ccc(Br)cc2)C1 (configuration not stated)	-0.6	i	i	i	8	7	i	i	i	i	i
O=S(=O)(Nc1cccc(-c2cn3cccnc3n2)c1)c1ccc(F)cc1	-0.2	i	i	i	-9	-4	i	i	i	i	i
CN1C(C(=O)Nc2ncccn2)=C(O)c2ccccc2S1(=O)=O	0.6	i	i	i	3	0	i	i	i	i	i
COc1ccc(/C=N/NC(=O)c2ccc(CSc3nc(C)cc(C)n3)cc2)cc1O	-0.4	i	i	i	-24	-2	i	i	i	i	i
CCCc1cc(C(=O)Nc2cccnc2)no1	1.6	i	i	i	9	2	i	i	i	i	i
Oc1ccccc1/C=N/Nc1nn[nH]n1	0.1	i	i	i	-2	-5	i	i	i	i	i
O=C(CCc1ccccc1)NNC(=O)CCc1ccccc1	1.4	i	i	i	0	-2	i	i	i	i	i
COCCN(C(=S)Nc1ccccc1C)C(C)c1ccco1 (configuration not stated)	0.3	i	i	i	0	4	i	i	i	i	i
Cc1ccc(OCCCCCN2CCOCC2)cc1	0.2	i	i	i	1	-5	i	i	i	i	i
COc1ccc(/C(C)=N/NC(=O)CNC(=O)c2cccnc2)c(OC)c1	-0.1	i	i	i	-3	0	i	i	i	i	i
Cc1ccc(CNC(=S)NC2CCC(C(C)(C)C)CC2)cc1 (configuration not stated)	-0.2	i	-6.3*	i	-8	66*	i	i	i	i	i
COC(=O)CNC(c1ccccc1)c1cc(Br)ccc1NS(=O)(=O)c1ccc(C)cc1 (configuration not stated)	-0.2	i	i	i	-2	-7	i	i	i	i	i
CCOC(=O)N1CCN(C(=O)CNC(=O)Cc2ccc(Cl)cc2)CC1	-0.4	i	i	i	-13	-10	i	i	i	i	i
COc1cc(C2Nc3ccccc3C(=O)N2c2ccccc2)c(Br)cc1OCC(=O)O (configuration not stated)	0.2	i	i	i	2	3	i	i	i	i	i
CCCCc1c(O)cc(C)[nH]c1=O	1.8	i	i	i	-7	-4	i	i	i	i	i
Cc1ccc(OCCOC(=O)CN2C(=O)NC3(CCCC3)C2=O)cc1	0.5	i	i	i	-4	14	i	i	i	i	i
COc1ccc(/C=N/NC(=O)c2cccc(C(=O)N/N=C/c3ccc(OC)c(OC)c3)n2)cc1OC	-0.3	i	.	i	-2	-1	i	.	i	i	.
Cc1cc2nc(-c3cccnc3SCC(=O)NC3CC3)[nH]c2cc1C	2.9	.	i	i	1	4	i	i	i	i	i
CN1CCN(C(=O)CN(c2cc(C(F)(F)F)ccc2Cl)S(C)(=O)=O)CC1	0.2	i	i	i	0	-1	i	i	i	i	i
COC(=O)C1CCCCN1C(=O)c1cc(COc2cccc3cnccc23)on1 (configuration not stated)	1.2	i	i	i	-2	-10	i	i	i	i	i
CCC/C(O)=C1\C(=O)CCCC1=NCCc1c(C)[nH]c2ccccc12	-0.1	i	i	i	2	-3	i	i	i	i	i
O=C1CNc2ccc(C(=O)N3CCN(c4ccccn4)CC3)cc2N1	-0.7	i	i	i	9	-1	i	i	i	i	i
Later entries
SMILES	HIF activator	TRPC4 block	MrgX1 antagonist	RGS4 pot	Platelet DG rel	SKKanGAS inh	TRPC6 activator	MrgX1 allo act	RGS4 block	TRPC6 inhibitor	MrgX1 ag
COC(=O)COc1cccc(NC(=O)c2ccc(C)cc2)c1	-0.7	i	i	i	7	-5	i	i	i	i	i
Cc1ccccc1NC(=O)Cc1nc(COC(=O)c2ccc(Cl)c(S(N)(=O)=O)c2)cs1	-0.5	i	i	i	3	12	i	i	i	i	i
O=C(Nc1c(-c2ccc(F)cc2)nc2ccccn12)c1ccc(F)cc1	-0.2	i	i	i	1	0	i	i	i	i	i
O=C(O)c1ccc(-c2nc(-c3ccccc3)c(-c3cccs3)[nH]2)cc1	-0.3	i	i	i	-15	13	i	i	i	i	i
CCOC(=O)NCc1ccccc1	-0.1	i	i	i	-1	-1	i	i	i	i	i
O=C1CN(C(=O)N[C@@H](Cc2ccccc2)C(=O)N[C@H](Cc2ccccc2)C(=O)O)c2ccccc2N1	0.0	i	i	i	2	-2	i	i	i	i	i
CC(=O)c1cccc(NC(=S)NCCc2ccc(Cl)cc2)c1	0.9	i	i	i	4	1	i	i	i	i	i
COc1cc(NS(=O)(=O)c2cn(C)cn2)cc(OC)c1	0.2	i	i	i	10	0	i	i	i	i	i
COc1cc(C(=O)N2C[C@H]3CC[C@H]2C3)ccc1OC1CCN(C(C)=O)CC1	0.9	i	i	i	-2	-1	i	i	i	i	i
COc1ccc(CCN=C(N)NS(=O)(=O)c2ccc(C)cc2)cc1	0.2	i	i	i	19	0	i	i	i	i	i
Cc1sc(NC(=O)CN2CCN(c3ccccn3)CC2)c(C#N)c1C	-19	i	i	i	-4	4	i	i	i	i	i
COc1ccc(OCC(=O)N2CCc3c([nH]c4ccccc34)C2c2ccccn2)cc1 (configuration not stated)	-0.2	i	-6.4*	i	10	9	i	i	i	i	i
CC(CN1CCCCC1)OC(=O)CCc1ccccc1 (configuration not stated)	-0.4	i	i	i	4	2	i	i	i	i	i
Cc1ccn2cc(-c3cnoc3C)nc2c1	1.5	i	i	i	2	0	i	i	i	i	i
COc1ccc(-c2oc3c4c(cc(OC)c3c(=O)c2CC=C(C)C)OC(C)(C)C=C4)c(OC)c1	-0.4	i	i	i	-8	40	i	i	i	i	i
Cc1cc(=O)oc(C)c1C(=O)Nc1cccnc1Cl	-0.3	i	i	i	4	-2	i	i	i	i	i

High-throughput results (PubChem BioAssay)
